Screening data deposited in PubChem by several laboratories.
ADAM10 inh = inhibitors of human ADAM10 | O14672 | AID 720582 | 370,000 compounds, 0.62% hits | recombinant ADAM10, EDANS/DABCYL FRET peptide cleavage, 3 h | inhibition, % at 7 µM;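 active means inhibition above a per-campaign cutoff equal to the mean of compounds falling between control-based bounds plus 3 SD, cut at about 20% in these data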;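 further: 0% = DMSO wells while the 100% control is not disclosed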
sPLA2-III inh = Inhibits HGIII-sPLA2 liposome hydrolysis, primary screen; Q9NZ20; QFRET BODIPY PC-A2 liposome hydrolysis, fluorescence; inhibition, % at 12.2 µM; 370,000 compounds, 0.56% hits; AID 743126;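 active means inhibition above mean plus 3 SD of compounds lying within the high and low control bounds, cut at about 19% in these data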;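 further: 0% = median of test compound wells and 100% = no enzyme DMSO wells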
ARFGAP1 inhibitor = inhibits rat ARF GTPase activating protein 1. Q62848. inhibition, % at 16.5 µM. Arfgap1-stimulated ARF1 GTP hydrolysis, GDP FP detection. 360,000 compounds, 0.26% hits;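 active means inhibition above a per-plate limit, mean inhibition of low control wells plus 3 SD, cut at about 25% in these data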;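 further: 0% = DMSO wells with enzyme and 100% = wells lacking Arfgap1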
Target sequence (Q62848 1-136 limits assumed): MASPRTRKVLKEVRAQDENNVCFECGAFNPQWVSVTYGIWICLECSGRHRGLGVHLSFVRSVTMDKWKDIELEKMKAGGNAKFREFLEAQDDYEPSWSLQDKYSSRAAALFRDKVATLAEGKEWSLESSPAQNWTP
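Material: rat Arfgap1 catalytic domain, aa 1-136; also added: human ARF1(Δ1-17)-GTP substrate; compound dosing: one concentration, 16.5 µM, DMSO 1.26%; incubation: GTP hydrolysis reaction 2 h at 25 °C; measured by: Tracer-displacement fluorescence polarization with EDTA stop, 620/688 nm; evaluation: % inhibition from polarization; repeats: one replicate per compound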
proKLK7 act = activates the human kallikrein-7 zymogen; P49862; purified proKLK7, EDANS-DABCYL substrate fluorescence; 100% is mature enzyme control, 0% vehicle; activation, % at 7 µM; 370,000 compounds, 0.9% hits; AID 652039;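 active means activation above the mean of all tested compounds plus 3 SD, computed per campaign excluding outliers beyond control limits, cut at about 13% in these data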
Target sequence (P49862 whole entry, looked up): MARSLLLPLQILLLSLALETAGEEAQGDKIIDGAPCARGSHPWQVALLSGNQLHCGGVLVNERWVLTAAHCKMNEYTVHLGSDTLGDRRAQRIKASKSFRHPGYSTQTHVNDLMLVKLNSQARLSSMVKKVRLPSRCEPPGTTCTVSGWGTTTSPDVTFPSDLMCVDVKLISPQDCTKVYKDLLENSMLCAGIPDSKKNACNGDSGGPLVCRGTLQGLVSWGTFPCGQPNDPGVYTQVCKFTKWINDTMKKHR
DDE Tn6 FP inh = disrupts Tn6 cyclic peptide binding to fibrin D-Dimer-E complex; 370,000 compounds, 0.21% hits; inhibition, % at 8.3 µM; P02675; AID 720509; Fibrin DD(E) TRITC-Tn6 fluorescence polarization displacement;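 active means inhibition above a per-campaign cutoff: mean of compounds within control limits plus 3 SD, cut at about 15% in these data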;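 further: 0% = median of all compound wells on the plate and 100% = blocking peptide control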
NPR2 activator = GC-B (human) receptor activation. P20594. activation, % at 10 µM. HEK293-GC-B cells, CNP EC30, cGMP TR-FRET; 0% at EC30 CNP, 100% saturating CNP. 370,000 compounds, 0.11% hits;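 active means activation at 10 µM reaching about 35% in either raw or pattern-adjusted values, limit read from the data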
rCAG RNA binder = binds r(CAG) RNA repeats; r(CAG) RNA repeat, TO-PRO-1 dye displacement fluorescence; inhibition, % at 3 µM; 370,000 compounds, 1.3% hits;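 active means inhibition above the plate cutoff, the mean of all test compounds on that plate plus 3 SD, cut at about 35% in these data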;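 further: 0% = DMSO alone and 100% = 100 µM mitoxantrone as full dye displacement; higher means more dye released from RNA so lower well fluorescence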
ASAP1 inh = inhibitors of human ASAP1 ArfGAP activity. ASAP1-stimulated ARF1 GTP hydrolysis, GDP FP detection. Q9ULH1. 360,000 compounds, 0.19% hits. inhibition, % at 16.5 µM; in the data active means inhibition above about 25%;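 further: 0% = vehicle with enzyme and substrate and 100% = no enzyme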
Target sequence (Q9ULH1 325-724 limits assumed): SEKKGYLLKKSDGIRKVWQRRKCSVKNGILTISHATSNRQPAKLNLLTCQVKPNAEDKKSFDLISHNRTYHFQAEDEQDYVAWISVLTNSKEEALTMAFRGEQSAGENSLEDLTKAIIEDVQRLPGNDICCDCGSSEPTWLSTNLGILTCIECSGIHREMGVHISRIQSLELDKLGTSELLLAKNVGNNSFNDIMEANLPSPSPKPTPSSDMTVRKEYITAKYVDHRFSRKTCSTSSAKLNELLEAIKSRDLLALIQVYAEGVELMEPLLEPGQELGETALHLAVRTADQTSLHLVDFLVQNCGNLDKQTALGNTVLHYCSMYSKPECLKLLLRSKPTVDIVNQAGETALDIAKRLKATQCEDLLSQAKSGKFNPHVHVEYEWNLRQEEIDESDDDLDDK
NPR1 activator = GC-A (human) enzyme activation; HEK293 GC-A cells, cGMP TR-FRET, EC30 ANP; 0% at EC30 ANP, 100% saturating ANP; activation, % at 10 µM; 370,000 compounds, 0.14% hits; in the data active means activation above about 40%
FXN GAA850 act = frataxin GAA850 promoter activation | HEK293 lucGAA850 FXN promoter luciferase reporter, 24 h; percent of 10 µM SAHA response | 360,000 compounds, 0.56% hits | activation, % at 6 µM | AID 540364;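 active means activation above the average of all compounds screened plus 3 SD, cutoff fixed separately per campaign, cut at about 7.5% in these data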;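 further: 0% = DMSO wells and 100% = 10 µM SAHA wells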
Numbers without * were called inactive.

Screening COc1cc(/C=C2\CC(C(C)(C)C)C/C(=C\c3cc(OC)c(OC)c(OC)c3)C2=O)cc(OC)c1OC (stereo not drawn) returned ADAM10 inh -3, sPLA2-III inh 7, ARFGAP1 inhibitor 15, proKLK7 act -0.4, DDE Tn6 FP inh -12, NPR2 activator 3, rCAG RNA binder 5, ASAP1 inh 12, NPR1 activator 11 and FXN GAA850 act -6.7.
Screening COc1cc(OC)cc(C(=O)N2CCN(C3CCCCC3)CC2)c1 returned ADAM10 inh -7, sPLA2-III inh 1, ARFGAP1 inhibitor -12, proKLK7 act -0.5, DDE Tn6 FP inh -2, NPR2 activator 1, rCAG RNA binder -8, ASAP1 inh -1, NPR1 activator -2 and FXN GAA850 act -0.7.
For COc1ccc(NC(=O)CS(=O)c2ccc(F)cc2)cc1 (stereo not drawn) the results were ADAM10 inh -14, sPLA2-III inh 1, ARFGAP1 inhibitor 10, proKLK7 act 0.1, DDE Tn6 FP inh 3, NPR2 activator -2, rCAG RNA binder -4, ASAP1 inh -3, NPR1 activator 1 and FXN GAA850 act 2.0.
For C=C(C)CSc1nncn1/N=C/c1ccc(OC)cc1 the results were ADAM10 inh 6, sPLA2-III inh 6, ARFGAP1 inhibitor 4, proKLK7 act -0.6, DDE Tn6 FP inh 6, NPR2 activator 0, rCAG RNA binder -6, ASAP1 inh 15, NPR1 activator 1 and FXN GAA850 act 11*.
For CC(NC(=O)COc1ccc(/C=N/NC(=O)C(=O)Nc2ccccc2Br)cc1)c1ccccc1 (stereo not drawn) the results were ADAM10 inh -10, sPLA2-III inh 8, ARFGAP1 inhibitor 4, proKLK7 act -5.6, DDE Tn6 FP inh 3, NPR2 activator 8, rCAG RNA binder 3, ASAP1 inh -3, NPR1 activator 7 and FXN GAA850 act -1.9.
Screening CN=C(NC1CCCCC1)c1ccc(Cl)cc1 returned ADAM10 inh -2, sPLA2-III inh 1, ARFGAP1 inhibitor 5, proKLK7 act -0.3, DDE Tn6 FP inh -1, NPR2 activator -9, rCAG RNA binder 4, ASAP1 inh -7, NPR1 activator -11 and FXN GAA850 act 0.4.
Screening C=CCN(CC=C)Cc1cc(=O)oc2cc(C)ccc12 returned ADAM10 inh -5, sPLA2-III inh -4, ARFGAP1 inhibitor 8, proKLK7 act -0.1, DDE Tn6 FP inh -8, NPR2 activator 4, rCAG RNA binder 1, ASAP1 inh 4 and NPR1 activator 2.
For Cc1cc(Br)c(NC(=O)COC(=O)CSc2nnc(-c3ccc(Cl)cc3)o2)c(Br)c1 the results were ADAM10 inh 2, sPLA2-III inh -5, ARFGAP1 inhibitor 4, proKLK7 act 0.5, DDE Tn6 FP inh -2, NPR2 activator -12, rCAG RNA binder 6, ASAP1 inh -4, NPR1 activator 60* and FXN GAA850 act 0.5.
For CC(=O)N1c2c(ccc3ccccc23)C(C)CC12CCCCC2 (stereo not drawn) the results were ADAM10 inh -4, sPLA2-III inh 5, ARFGAP1 inhibitor -9, proKLK7 act 1.6, DDE Tn6 FP inh 3, NPR2 activator -18, rCAG RNA binder -5, ASAP1 inh 0, NPR1 activator -10 and FXN GAA850 act 1.8.
Screening CC(C)c1ccc(NC(=O)Cn2c(=O)oc3cccnc32)cc1 returned ADAM10 inh -11, sPLA2-III inh -2, ARFGAP1 inhibitor -5, proKLK7 act 1.8, DDE Tn6 FP inh 5, NPR2 activator -7, rCAG RNA binder 2, ASAP1 inh -2, NPR1 activator -2 and FXN GAA850 act 1.1.
For COc1cccc(-c2cc(C(=O)NCC3CCCO3)on2)c1 (stereo not drawn) the results were ADAM10 inh -10, sPLA2-III inh 2, ARFGAP1 inhibitor 7, proKLK7 act 0.1, DDE Tn6 FP inh -8, NPR2 activator -2, rCAG RNA binder -4, ASAP1 inh -12, NPR1 activator 1 and FXN GAA850 act 3.1.
CC1(C)CC(=O)C2=C(C1)Nc1ncnn1C2c1cccs1 (stereo not drawn) was read as ADAM10 inh -39, sPLA2-III inh 1, ARFGAP1 inhibitor -1, proKLK7 act -10, DDE Tn6 FP inh -3, NPR2 activator 7, rCAG RNA binder 1, ASAP1 inh 0, NPR1 activator 1 and FXN GAA850 act 3.4.

Next part (three carried over from the part before).
Screening CC(C)c1ccc(NC(=O)Cn2c(=O)oc3cccnc32)cc1 returned ADAM10 inh -11, sPLA2-III inh -2, ARFGAP1 inhibitor -5, proKLK7 act 1.8, DDE Tn6 FP inh 5, NPR2 activator -7, rCAG RNA binder 2, ASAP1 inh -2, NPR1 activator -2 and FXN GAA850 act 1.1.
For COc1cccc(-c2cc(C(=O)NCC3CCCO3)on2)c1 (stereo not drawn) the results were ADAM10 inh -10, sPLA2-III inh 2, ARFGAP1 inhibitor 7, proKLK7 act 0.1, DDE Tn6 FP inh -8, NPR2 activator -2, rCAG RNA binder -4, ASAP1 inh -12, NPR1 activator 1 and FXN GAA850 act 3.1.
CC1(C)CC(=O)C2=C(C1)Nc1ncnn1C2c1cccs1 (stereo not drawn) was read as ADAM10 inh -39, sPLA2-III inh 1, ARFGAP1 inhibitor -1, proKLK7 act -10, DDE Tn6 FP inh -3, NPR2 activator 7, rCAG RNA binder 1, ASAP1 inh 0, NPR1 activator 1 and FXN GAA850 act 3.4.
For C=CCOc1ccc(CNCc2cccnc2)cc1OCC the results were ADAM10 inh 1, sPLA2-III inh 3, ARFGAP1 inhibitor 3, proKLK7 act 0.0, DDE Tn6 FP inh -4, NPR2 activator 7, rCAG RNA binder -2, ASAP1 inh -7, NPR1 activator -6 and FXN GAA850 act 0.6.
For CCOC(=O)CSc1nc(-c2ccccc2)nc2ccc(C)cc12 the results were ADAM10 inh -2, sPLA2-III inh 5, ARFGAP1 inhibitor -6, proKLK7 act 0.0, DDE Tn6 FP inh 0, NPR2 activator -1, rCAG RNA binder 1, ASAP1 inh 4, NPR1 activator 1 and FXN GAA850 act 1.2.
COc1cc(C(C)=O)ccc1OCCCOc1cccc2cccnc12 was read as ADAM10 inh 1, sPLA2-III inh -1, ARFGAP1 inhibitor -3, proKLK7 act 0.7, DDE Tn6 FP inh -7, NPR2 activator 7, rCAG RNA binder -7, ASAP1 inh 3, NPR1 activator 4 and FXN GAA850 act 1.5.
CCOC(=O)C1(C)/C(=N/Nc2ccc(Cl)cc2)C(=O)C(=O)N1c1ccccc1 (stereo not drawn) was read as ADAM10 inh 3, sPLA2-III inh -5, ARFGAP1 inhibitor 8, proKLK7 act 0.0, DDE Tn6 FP inh 0, NPR2 activator -2, rCAG RNA binder 3, ASAP1 inh -7, NPR1 activator -3 and FXN GAA850 act -1.4.
Cc1cc(C)nc(N/N=C/c2ccccc2OCc2cccc(Br)c2)n1 was read as ADAM10 inh 3, sPLA2-III inh 4, ARFGAP1 inhibitor -2, proKLK7 act 0.6, DDE Tn6 FP inh -10, NPR2 activator -1, rCAG RNA binder -5, ASAP1 inh 7, NPR1 activator 2 and FXN GAA850 act -1.6.
For COc1ccc(-c2cc(C(F)(F)F)n3nc(C(=O)NCCCN4CCOCC4)cc3n2)cc1 the results were ADAM10 inh -286, sPLA2-III inh 2, ARFGAP1 inhibitor 7, proKLK7 act -9.9, DDE Tn6 FP inh 6, NPR2 activator 3, rCAG RNA binder -6, ASAP1 inh -1 and NPR1 activator 7.
`Cc1ccc(OCc2nnc(SCC(=O)Nc3ncc(C)s3)o2)cc1` gave ADAM10 inh -3, sPLA2-III inh -16, ARFGAP1 inhibitor -5, proKLK7 act -0.1, DDE Tn6 FP inh 4, NPR2 activator 8, rCAG RNA binder 7, ASAP1 inh -12, NPR1 activator -7 and FXN GAA850 act 1.8.
For COc1ccc(OC)c(C2C(C(=O)c3cc4ccccc4o3)=C(O)C(=O)N2c2cc(C)on2)c1 (stereo not drawn) the results were ADAM10 inh -12, sPLA2-III inh -16, ARFGAP1 inhibitor 3, proKLK7 act 1.8, DDE Tn6 FP inh -6, NPR2 activator 2, rCAG RNA binder 38*, ASAP1 inh -2, NPR1 activator 5 and FXN GAA850 act 2.5.
For Cc1ccccc1NC(=O)c1ccc(OCC(=O)Nc2ccccc2F)cc1 the results were ADAM10 inh -2, sPLA2-III inh 4, ARFGAP1 inhibitor 12, proKLK7 act -0.1, DDE Tn6 FP inh -7, NPR2 activator 0, rCAG RNA binder -5, ASAP1 inh -2, NPR1 activator 4 and FXN GAA850 act 0.5.
Screening COc1ccc(NC2CCCN(C(=O)c3ccccc3-c3ncc[nH]3)C2)cc1 (stereo not drawn) returned ADAM10 inh -5, sPLA2-III inh 4, ARFGAP1 inhibitor 4, proKLK7 act 0.5, DDE Tn6 FP inh 5, NPR2 activator -5, rCAG RNA binder 3, ASAP1 inh -11, NPR1 activator -2 and FXN GAA850 act -1.3.
`Cc1cc2c(cc1S(=O)(=O)N1CCCC1)n(C)c(=O)c(=O)n2C` gave ADAM10 inh -62, sPLA2-III inh 16, ARFGAP1 inhibitor -10, proKLK7 act 0.8, DDE Tn6 FP inh 8, NPR2 activator 6, rCAG RNA binder 0, ASAP1 inh 4, NPR1 activator 2 and FXN GAA850 act -0.3.
COc1ccc(CCNc2ncccc2C#N)cc1OC was read as ADAM10 inh 5, sPLA2-III inh 3, ARFGAP1 inhibitor 9, proKLK7 act -0.2, DDE Tn6 FP inh 1, NPR2 activator 0, rCAG RNA binder 0, ASAP1 inh 14, NPR1 activator -1 and FXN GAA850 act 2.4.
For COc1ccc(O)c(C2=Nc3ccccc3N=C(c3ccco3)C2)c1 the results were ADAM10 inh -32, sPLA2-III inh 3, ARFGAP1 inhibitor 1, proKLK7 act 0.1, DDE Tn6 FP inh 2, NPR2 activator 5, rCAG RNA binder 2, ASAP1 inh 0, NPR1 activator -5 and FXN GAA850 act 1.9.
`COc1cc(=O)[nH]c(=O)n1CC(=O)c1ccccc1` gave ADAM10 inh 4, sPLA2-III inh -11, ARFGAP1 inhibitor 16, proKLK7 act 0.4, DDE Tn6 FP inh 8, NPR2 activator 6, rCAG RNA binder 9, ASAP1 inh -2, NPR1 activator 2 and FXN GAA850 act -0.7.
BrC(/C=N/N1CCN(Cc2ccccc2)CC1)=C/c1ccccc1 was read as ADAM10 inh 1, sPLA2-III inh -17, ARFGAP1 inhibitor 8, proKLK7 act 1.2, DDE Tn6 FP inh 0, NPR2 activator 6, rCAG RNA binder -9, ASAP1 inh -1, NPR1 activator 4 and FXN GAA850 act 1.8.
NC(c1csc(Nc2ccc(C(=O)c3ccccc3)cc2)n1)C1CCCCC1 (stereo not drawn) was read as ADAM10 inh -19, sPLA2-III inh 7, ARFGAP1 inhibitor 11, proKLK7 act -0.4, DDE Tn6 FP inh 3, NPR2 activator 3, rCAG RNA binder 16, ASAP1 inh 6, NPR1 activator -10 and FXN GAA850 act -1.5.

Compounds as they come; about 4.5% have a hit in one of these screens.
